Screens deposited in PubChem by several laboratories.
HTR2A ag: agonists of mouse serotonin 5-HT2A receptor (HTR2A) | P35363 | CHO-K1 mHTR2A beta-arrestin complementation, luminescence; percent of 30 µM serotonin response | activation, % at 7.6 µM | 360,000 compounds, 0.66% hits | AID 624169;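 active means activation above a run cutoff, the mean activation of all tested compounds plus 3 SD, cut at about 14% in these data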;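 further: 0% = plate median of compound wells and 100% = 30 µM serotonin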
Target sequence (P35363 whole entry, looked up): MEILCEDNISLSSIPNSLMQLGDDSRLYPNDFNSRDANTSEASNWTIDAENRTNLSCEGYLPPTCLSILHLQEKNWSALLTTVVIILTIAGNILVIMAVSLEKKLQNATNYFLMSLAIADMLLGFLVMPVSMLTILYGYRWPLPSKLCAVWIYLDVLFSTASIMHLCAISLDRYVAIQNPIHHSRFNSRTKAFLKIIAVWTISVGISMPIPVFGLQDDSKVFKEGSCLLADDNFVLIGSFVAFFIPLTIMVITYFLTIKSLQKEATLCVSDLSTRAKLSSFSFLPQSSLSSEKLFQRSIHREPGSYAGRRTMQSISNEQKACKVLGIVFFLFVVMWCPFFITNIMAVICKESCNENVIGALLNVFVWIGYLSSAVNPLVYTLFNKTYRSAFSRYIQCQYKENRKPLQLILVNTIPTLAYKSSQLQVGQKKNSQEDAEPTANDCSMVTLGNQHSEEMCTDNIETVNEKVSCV
HIF-2a block: inhibitors of HIF-2a; inhibition, % at 18.8 µM; 360,000 compounds, 0.72% hits; AID 624352; 786-0 RCC cells HIF-2a reporter, luciferase luminescence, overnight;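 active means inhibition of the luminescence signal of 40% or more relative to plate controls, in a single-dose primary screen at 18.75 µM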
NR2E3 ag-1: human photoreceptor-specific nuclear receptor agonism | Q9Y5X4 | CHO-S Gal4-NCOR/VP16-NR2E3 two-hybrid, luciferase | inhibition of corepressor binding, % at 3.98 µM | 360,000 compounds, 0.35% hits | AID 602229;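 active means inhibition above the mean of all tested compounds plus 3 SD, cut at about 70% in these data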;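 further: 0% = DMSO with NR2E3 transfected cells and 100% = cells lacking NR2E3 construct; higher means lower luciferase signal from less NR2E3 corepressor binding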
PDI inh: blocks human protein disulfide isomerase activity; PDI insulin aggregation turbidity, A650, 90 min; 350,000 compounds, 0.052% hits; inhibition, % at 10 µM;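 active means mean inhibition across replicates of 30% or more, whatever share of single replicates reach that level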;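 further: absorbance from insulin aggregation driven by PDI reduction with DTT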
Target sequence (P07237 whole entry, looked up): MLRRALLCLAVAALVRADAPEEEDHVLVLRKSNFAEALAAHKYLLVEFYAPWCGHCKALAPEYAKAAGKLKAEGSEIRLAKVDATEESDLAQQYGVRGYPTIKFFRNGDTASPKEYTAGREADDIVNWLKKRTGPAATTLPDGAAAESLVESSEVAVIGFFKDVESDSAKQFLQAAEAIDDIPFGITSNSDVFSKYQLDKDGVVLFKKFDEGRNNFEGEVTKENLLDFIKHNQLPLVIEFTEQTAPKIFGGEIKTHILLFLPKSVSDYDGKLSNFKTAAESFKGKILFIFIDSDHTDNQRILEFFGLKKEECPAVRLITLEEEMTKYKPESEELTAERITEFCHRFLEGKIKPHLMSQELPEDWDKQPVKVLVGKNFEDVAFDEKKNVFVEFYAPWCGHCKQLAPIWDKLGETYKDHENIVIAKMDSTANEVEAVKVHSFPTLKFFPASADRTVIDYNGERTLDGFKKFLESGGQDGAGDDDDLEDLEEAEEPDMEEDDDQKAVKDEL
NR2E3 ag-2: agonists of human nuclear receptor NR2E3; GST-NR2E3/biotin-RetCOR TR-FRET, 1536-well; inhibition of corepressor binding, % at 4.78 µM; 320,000 compounds, 0.12% hits; AID 2300;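 active means percent inhibition above the cutoff of mean plus 3 SD of all tested compounds, set per screening campaign, cut at about 20% in these data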;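 further: 0% = DMSO wells and 100% = biotin wells as full block of FRET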
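Format: 1536-well format; test system: GST-NR2E3 and biotin-RetCOR proteins; read-out basis: percent inhibition of TR-FRET ratio; timing: 5 h incubation at 4 °C; detection: time-resolved FRET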
Peg3 prom inh: Peg3 promoter activity inhibition; HeLa PEG-Prom luciferase reporter, luminescence, overnight; inhibition, % at 20 µM; 360,000 compounds, 1.7% hits; AID 588405;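 active means inhibition of at least 50% at 20 µM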
H9c2 protect: myocardial damage modulation in H9c2 cells; H9c2 cardiomyocytes, H2O2 injury protection, ATPLite, 2 h; protection from H2O2 cell death, % at 20 µM; 360,000 compounds, 0.63% hits; AID 588492;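 active means compounds giving at least 50% protection of heart cells from peroxide-induced death in the single-dose screen, raw or plate-pattern-corrected value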;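 further: 0% = DMSO wells with peroxide and 100% = DMSO wells without peroxide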
Shn3 inh set2: inhibitors of Schnurri-3 3'UTR reporter in osteoblasts; 360,000 compounds, 0.52% hits; Clone20 osteoblast Shn3 3'UTR firefly luciferase, 24 h; inhibition, % at 12.5 µM;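 active means mean inhibition of at least 75% with every replicate also reaching 75%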;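 further: 0% = median of neutral control wells and 100% = pilot-screen positive control compound; some compounds past the cut are filed as inactive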
CaV13 FRET inh: Disruptors of the CACNA1D IQ motif to Ca2+-dependent inactivation inhibitor domain association, primary screening, Förster resonance energy transfer in intact living …. 340,000 compounds, 0.098% hits. AID 743397. HEK cells, CFP/YFP FRET ICDI-IQ, plate reader, 10 min; percent FRET-ratio fall versus neutral wells. inhibition, % at 12.3 µM;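 active means mean replicate inhibition of at least 30% and at least 1% of replicates passing that level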;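 further: 0% = median of the neutral control wells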
MITF TRPM1 inh: reduces MITF-dependent TRPM1 promoter luciferase signal; SK-MEL-5 TRPM1 promoter luciferase, 24 h; inhibition, % at 12.5 µM; 330,000 compounds, 0.83% hits; AID 488899;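 active means mean inhibition across replicates of 60% or more, whatever share of single replicates reaches that level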; further: values of inactives mirror those of a sister screen read the other way
hiPSC survival: increases survival of single human iPS cells; 360,000 compounds, 0.044% hits; survival enhancement, % at 20 µM; hiPSC single-cell survival, ATPlite luminescence; 100% = ROCK inhibitor wells, 0% = DMSO; AID 602274; in the data active means survival enhancement above about 18%;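 further: cells exposed to compounds for 16 hours before the ATP read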
* marks the source's active call; other numbers are inactive results; . = not tested or not shown.

SMILES | HTR2A ag | HIF-2a block | NR2E3 ag-1 | PDI inh | NR2E3 ag-2 | Peg3 prom inh | H9c2 protect | Shn3 inh set2 | CaV13 FRET inh | MITF TRPM1 inh | hiPSC survival
O=C(NCc1ccco1)c1ccccc1NS(=O)(=O)c1ccc(Cl)s1 | -3 | 2 | 10 | 9 | -1 | 17 | -8 | 0 | -5 | 20 | -1.0
O=C(N/N=C/c1ccc[nH]1)c1cc2ccccc2cc1O | -5 | -220 | -14 | 3 | 1 | -146 | 6 | 3 | -5 | -34 | 3.1
COc1ccc(CN(C)CC(=O)Nc2cccc(S(=O)(=O)N(C)c3ccccc3)c2)c(OC)c1 | -3 | 15 | 12 | -10 | 0 | 21 | -1 | 33 | -3 | 14 | -0.3
Cc1cc(F)ccc1NC(=O)C1CCN(C(=O)Nc2ccccc2)CC1 | -12 | -3 | -3 | 2 | 1 | 7 | 0 | 6 | . | 10 | -0.2
COc1ccc(COC(=O)NC(C(=O)O)c2ccccc2)cc1 (centres undefined) | 9 | 3 | 3 | -8 | 5 | 1 | 0 | -4 | -4 | 3 | 0.1
CC12CCC(=O)N1C(C(=O)NCCN1C(=O)S/C(=C\c3ccccc3Cl)C1=O)CS2 (centres undefined) | -3 | 11 | -15 | -69 | 2 | 12 | 15 | 0 | -3 | -1 | -0.2
COc1ccc(-n2c(N)c(C(=O)NCc3ccco3)c3nc4ccccc4nc32)cc1 | -3 | -11 | -25 | -4 | -2 | 25 | 16 | 1 | -5 | -11 | 1.5
O=C(CCN1CCN(C(=O)c2ccco2)CC1)Nc1ccc(F)cc1 | -2 | 8 | 5 | -7 | 2 | 5 | 6 | 18 | -1 | 4 | 1.2
O=C1C(=O)N(Cc2cccnc2)C(c2ccccn2)/C1=C(/O)c1ccc(F)cc1 (centres undefined) | -5 | 10 | -22 | 6 | 1 | 5 | -16 | 1 | -3 | 0 | 0.4
O=C(CCc1nc(-c2ccccc2F)no1)NCc1ccco1 | 1 | -33 | -14 | 9 | -1 | 0 | -1 | -3 | -8 | -1 | -0.6
O=C(CCSCc1ccc(Cl)cc1)NCc1cccnc1 | -5 | 21 | -5 | -2 | 3 | 10 | -4 | -14 | -7 | 13 | 0.3
COc1ccc(CNC(=O)C2CCN(S(=O)(=O)N3CCCC3)CC2)cc1 | 0 | 12 | -7 | 5 | 2 | -9 | -2 | 1 | -6 | 7 | 0.2
COCC(=O)OCC(=O)N1N=C(c2ccc(Cl)cc2)CC1c1ccco1 (centres undefined) | 5 | 5 | -17 | -8 | 4 | -7 | -4 | -4 | -2 | 11 | 0.3
CCOC(=O)Cc1nn2c(=O)cc(C)nc2s1 | -1 | 15 | 11 | 3 | 4 | -7 | -5 | 28 | -1 | 2 | 4.6
COc1ccc(-n2nc(C(=O)NCC(=O)Nc3cccc(Cl)c3)c3ccccc3c2=O)cc1OC | 0 | 3 | -18 | 2 | 1 | 33 | 11 | 19 | -5 | 6 | 0.0
C[N+]1(C)CCCC(OC(=O)C(O)(c2ccccc2)c2ccccc2)C1 (centres undefined) | -2 | 0 | -23 | -1 | 5 | -7 | -4 | -11 | -6 | -2 | 0.6
O=[N+]([O-])/C=C/c1cn(Cc2ccc(F)cc2)c2ccccc12 | -1 | 22 | 17 | 6 | 4 | 53* | -11 | 33 | -6 | 22 | -0.5
Cc1ccc2c(CC(=O)N(CC3CCCO3)c3c(N)n(Cc4ccccc4)c(=O)[nH]c3=O)coc2c1 (centres undefined) | -6 | 11 | -8 | 6 | 4 | -10 | 2 | -7 | -2 | 2 | -0.4
O=C(O)C1=C(C(=O)Nc2cc(C(F)(F)F)ccc2Cl)CCCC1 | 6 | 4 | 11 | 5 | 4 | 7 | -6 | -6 | 4 | -7 | 3.4
CC1CN(C(=O)c2cccc(S(=O)(=O)N3CCN(c4ccccc4)CC3)c2)CC(C)O1 (centres undefined) | 6 | 1 | 2 | 1 | 0 | 15 | -8 | 20 | -12 | 0 | -0.4
C=CCN(c1ccc(OC)cc1)S(=O)(=O)c1ccc(Cl)c(C(=O)OCC(=O)NC2CC2)c1 | -1 | 8 | -45 | 5 | 4 | 14 | -7 | 6 | 0 | -6 | 0.4
Clc1ccc(CSc2nnc(/C=C/c3ccccc3)o2)c(Cl)c1 | 3 | 6 | -17 | -8 | 5 | 14 | -10 | 12 | . | -8 | -1.0
CCOC(=O)N1CCN(CC(=O)Nc2nc3ccccc3s2)CC1 | -3 | 10 | 15 | 4 | 0 | 17 | 3 | 11 | -20 | 10 | 0.3
CC(C)C[C@@]12C(=O)N(c3cccc(F)c3)C(=O)N1[C@H](c1ccc(Br)cc1)[C@@H]1C(=O)N(C(C)(C)C)C(=O)[C@@H]12 | -11 | -17 | -14 | 5 | 2 | -7 | -11 | -6 | -6 | -2 | -0.7
C=CCNC(=O)c1n[nH]c2c1CC(C(C)(C)CC)CC2 (centres undefined) | 1 | -33 | 6 | -3 | -2 | 10 | -5 | -17 | -10 | -9 | -0.9

(continued)
SMILES | HTR2A ag | HIF-2a block | NR2E3 ag-1 | PDI inh | NR2E3 ag-2 | Peg3 prom inh | H9c2 protect | Shn3 inh set2 | CaV13 FRET inh | MITF TRPM1 inh | hiPSC survival
COc1ccc(C2=NS(=O)(=O)N(C)C(C(=O)NCc3ccco3)=C2)cc1OC | -4 | 7 | -22 | . | 1 | 2 | 0 | -3 | -3 | 5 | 3.7
COc1ccccc1CN(C)C(=O)COC(=O)c1ccc(Cl)nc1 | 2 | 9 | -9 | 0 | . | -9 | -2 | -10 | -4 | 3 | -0.6
CCCCNC(=O)C1(O)c2cc(Br)ccc2NC(=O)N1c1cccc(OC)c1 (centres undefined) | -2 | 15 | -22 | -4 | 1 | 15 | -3 | 8 | -1 | 7 | 0.3
COCC(C)n1c(SC(C)C(=O)NC2CCCCC2C)nc2ccccc2c1=O (centres undefined) | -1 | 2 | 9 | 3 | 0 | 24 | 0 | -8 | -7 | 7 | -0.3
OC[C@@H]1CN(Cc2ccc3c(c2)OCO3)C[C@H](n2cnc3c(NCc4ccncc4)ncnc32)O1 | 0 | 16 | -19 | 2 | . | 4 | 26 | -5 | -9 | . | 2.6
CN1CCN(C(=S)NC(=O)c2ccc(Cl)cc2)CC1 | -1 | -25 | 3 | -1 | . | -9 | -2 | -27 | -5 | 11 | -0.1
Cc1ccc(C(c2c(NC(=O)c3ccco3)sc(C)c2C)N2CCOCC2)cc1 (centres undefined) | 7 | 16 | -15 | -6 | . | 42 | -17 | 39 | -12 | . | -3.5
Cc1ccsc1CN(C)CC(=O)N(C)CC(=O)Nc1c(Cl)cccc1Cl | -2 | 13 | 19 | -7 | . | 11 | 1 | 10 | -5 | . | -1.3
Cc1c(C(=O)Nc2cccc([N+](=O)[O-])c2)sc2ncn(CC(=O)N3CCOCC3)c(=O)c12 | 9 | 0 | 0 | -2 | -1 | 6 | 15 | 6 | -5 | 6 | 0.1
COc1ccc(NC(=O)COC(=O)CNC(=O)COc2ccccc2)cc1OC | 3 | -4 | -11 | -14 | . | 5 | -5 | -1 | -6 | -4 | -0.5
Cc1ccc(S(=O)(=O)CCC(=O)OCC(=O)NCCc2ccccc2)cc1 | 5 | -1 | -4 | -2 | -3 | -14 | -4 | 24 | -6 | -2 | -0.6
COc1cc(/C=C2\N=C3CCCCCN3C2=O)ccc1O | -1 | -165 | 11 | 1 | -3 | -104 | 3 | 2 | -8 | -50 | -0.8
N#Cc1cccc(NC(=O)c2cc(C3CCCCN3C(=O)c3ccccn3)on2)c1 (centres undefined) | 1 | 3 | -28 | -4 | . | 2 | 4 | -10 | -9 | . | -2.0
CCOc1ccc(OCC)c(NC(=O)C2CCN(c3cnccn3)CC2)c1 | -4 | 12 | 0 | 5 | -3 | 2 | -1 | -20 | -3 | -2 | -0.2
CC(=O)Nc1ccc(NC(=O)C(C)Oc2ccccc2C(=O)NCc2ccccc2)cc1 (centres undefined) | 0 | 1 | -1 | -2 | 4 | -1 | -2 | 1 | -2 | 5 | -0.4
CN(C)/C=C(/C(=O)c1ccccc1)n1cncn1 | 1 | 20 | -7 | 8 | 3 | 4 | 2 | -12 | -4 | 8 | 4.0
O=C(Nc1ccccc1)N(C1=NCCCCS1)c1cccc2ccccc12 | 0 | -72 | -25 | -8 | 4 | -61 | -7 | -13 | 5 | -9 | -1.8
CNc1nnc(-c2cccc(N(C)C)c2)s1 | -2 | -184 | -51 | -10 | -2 | -204 | -18 | -54 | -2 | -67 | -3.8
COc1ccc(C(=O)Nc2nnc(C3=COCCO3)o2)cc1OC | 5 | 0 | 6 | 0 | -3 | 8 | -1 | -5 | -6 | 5 | 0.8
CCc1ccc(Nc2ncccc2C#N)cc1 | -4 | -110 | -37 | -7 | 3 | -119 | -6 | -5 | -5 | -53 | 0.7
Cc1ccccc1CN1CCN(S(=O)(=O)c2ccc(Cl)s2)CC1 | 8 | 14 | 2 | 3 | 0 | 5 | -8 | -6 | -4 | 3 | -0.4
Cc1nn(CC(=O)N2CCc3ccccc32)c(C)c1S(=O)(=O)NC(C)(C)C | 4 | 13 | 6 | 1 | . | 15 | -3 | 7 | -8 | 15 | 8.1
CC(C)CCNC(=O)C12CN(Cc3ccccc3)CC1C(c1ccc([N+](=O)[O-])cc1)=NO2 (centres undefined) | -1 | 13 | -8 | 3 | -1 | 21 | -1 | 3 | -11 | 5 | -1.0
O=C(/C=C/c1ccco1)NC(=S)Nc1cccc(-c2nc3ccccc3o2)c1 | -3 | -70 | -59 | 4 | -2 | -42 | 42 | 2 | -1 | -3 | 0.4
COc1cccc(/C=N/n2cnnc2)c1OCc1ccccc1 | 4 | 0 | -20 | 5 | 1 | 9 | 0 | 19 | -6 | 0 | 3.0
COc1cc(OC)c(OC)cc1/C=N/NC(=O)CCc1c(C)n[nH]c1C | 5 | 17 | -12 | 6 | -1 | 7 | -6 | -11 | -4 | 10 | 0.1
Cc1ccc(S(=O)(=O)N2c3ccccc3OCC2C(C)(C)C)cc1 (centres undefined) | 0 | 16 | 1 | 4 | 2 | 39 | -36 | 16 | -4 | -7 | 0.4
O=C(CCCCCNC(=O)N1CCn2c1nc1ccccc12)N[C@H](Cc1ccccc1)C(=O)O | 5 | 10 | 12 | . | 1 | 1 | 0 | 75 | . | -6 | 0.9

With a hit mark in Peg3 prom inh (from the list above):
Structure	HTR2A ag	HIF-2a block	NR2E3 ag-1	PDI inh	NR2E3 ag-2	Peg3 prom inh	Shn3 inh set2	CaV13 FRET inh	MITF TRPM1 inh
O=[N+]([O-])/C=C/c1cn(Cc2ccc(F)cc2)c2ccccc12	-1	22	17	6	4	53*	33	-6	22

A different layout for 2 compounds above:
The line under a structure holds: HTR2A ag	HIF-2a block	NR2E3 ag-1	PDI inh	NR2E3 ag-2	Peg3 prom inh	H9c2 protect	Shn3 inh set2	CaV13 FRET inh	MITF TRPM1 inh	hiPSC survival
- Cc1c(C(=O)Nc2cccc([N+](=O)[O-])c2)sc2ncn(CC(=O)N3CCOCC3)c(=O)c12
→ 9	0	0	-2	-1	6	15	6	-5	6	0.1
- CCOc1ccc(OCC)c(NC(=O)C2CCN(c3cnccn3)CC2)c1
→ -4	12	0	5	-3	2	-1	-20	-3	-2	-0.2
